TbPYK inhibitor = qHTS of Trypanosoma Brucei Inhibitors; pyruvate kinase (Trypanosoma brucei), Q57TT1; TbPYK enzyme, Kinase-Glo Plus ATP luminescence, 45 min; Potency, µM (top dose mostly 76.8 µM), without a hit: top-dose activity, negative = inhibition, usual class: inhibitors; 410,000 tested, 0.12% active; AID 624173, 2012; also: potency is read from the fitted curve at half-maximal effect; nearly all actives have a fitted effect of over 50% in size
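TbPYK + substrate in 50 mM TEA pH 7.2, 100 mM KCl, 10 mM MgCl2, 0.05% BSA, 0.01% Tween-20; cpd pinned; ADP 130 uM final; 45 min RT; Kinase-Glo Plus 10 min; luminescence endpoint.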
AMA1-RON2 inh = qHTS for Inhibitors of AMA1-RON; Towards Development of Antimalarial Drug Lead: Primary Screen; Plasmodium falciparum AMA1 (3D7) - RON2 peptide interaction; AlphaScreen AMA1-biotinylated RON2 peptide binding; Potency, µM (series often up to 58.2 µM), for inactives: at the top dose activity change, negative = inhibition, hits mostly inhibitors; 360,000 tested, 0.2% active; AID 720542, 2013;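 also: potency is read from the fitted curve at half-maximal effect; 0% = vehicle wells and -100% = peptide control; nearly all actives have a fitted effect of over 45% in size; some results filed as inactive show a strong effect at the top dose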
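AMA1 (3D7) with his tag at 25 nM final met compounds first, then biotinylated RON2 peptide at 25 nM; detection used donor plus acceptor beads, 10 µg/mL apiece, read by AlphaScreen after 30 min at room temperature.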
HCV inhibitor = qHTS Assay for Inhibitors of Hepatitis C Virus (HCV); Huh7.5.1 HCVcc-Cre infection, luciferase reporter, 44 h; Potency, µM (doses to about 41.8 µM), without a hit: at the highest dose activity change, negative = inhibition, usual class: inhibitors; 340,000 tested, 3.4% active; also: potency is read from the fitted curve at half-maximal effect
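Infectious HCVcc-Cre (~0.5 moi) was added to cells just after compound, with cells seeded 4 h earlier at 1,000 per well. Luciferase activity after 44 h culture reported infection; substrate was incubated 15 min at room temperature before reading.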
HCMV antiviral = qHTS Assay for inhibitors of the human cytomegalovirus (HCMV). 410,000 tested, 4.5% active. HFF cells, HCMV-luciferase reporter, 72 h; hits give low values. activity change, negative = inhibition, % at 57.5 µM; in the data active = activity change below about -60%; inconclusive = no clear call, values can overlap the other calls; inactive = above about -39%
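Luciferase read-out from HCMV-luciferase-infected HFFs (MOI 1 PFU/cell) 72 h post infection at 37C; compounds added after 16 h cell attachment; activity normalized between buffer-only basal and Salinomycin (10uM) inhibitor controls.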
AmpC detergent = qHTS Inhibitors of AmpC Beta-Lactamase (assay with detergent); AmpC hydrolysis of nitrocefin, absorbance 480 nm, 0.01% Triton; Potency, µM (doses to about 114 µM), without a hit: at the top dose activity change, negative = inhibition, actives largely listed as inhibitors; 370,000 tested, 0.041% active; AID 485294, 2010;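 also: potency is read from the fitted curve at half-maximal effect; 0% = no-compound wells and -100% = no-enzyme wells; nearly all actives have a fitted effect of over 25% in size; some results filed as inactive show a strong effect at the top dose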
Target sequence (P00811 whole entry, looked up): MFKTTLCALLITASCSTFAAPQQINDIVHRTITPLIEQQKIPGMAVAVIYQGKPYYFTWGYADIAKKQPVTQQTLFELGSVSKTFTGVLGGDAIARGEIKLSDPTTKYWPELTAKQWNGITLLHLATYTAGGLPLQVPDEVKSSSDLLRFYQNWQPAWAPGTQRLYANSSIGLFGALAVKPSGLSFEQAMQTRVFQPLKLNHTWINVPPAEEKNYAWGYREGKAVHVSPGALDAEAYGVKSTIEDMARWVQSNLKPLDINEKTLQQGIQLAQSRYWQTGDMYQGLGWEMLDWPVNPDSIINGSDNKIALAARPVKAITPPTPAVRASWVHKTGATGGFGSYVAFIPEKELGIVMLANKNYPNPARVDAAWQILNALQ
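AmpC (5.3 nM in the dispensed reagent) in 20 mM phosphate pH 7.0 with 0.01% (detergent screen) or 0.0001% Triton X-100 was preincubated with compounds for 15 min at room temperature. Nitrocefin was then added from an 800 uM solution, and hydrolysis was followed at 480 nm.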
LmPK inh = qHTS Assay for Inhibitors of Leishmania Mexicana Pyruvate Kinase (LmPK); Q27686; purified LmPK, Kinase-Glo ATP luminescence, 1 h; Potency, µM (highest dose often 57.5 µM), for inactives: top-dose activity change, negative = inhibition, hits mostly inhibitors; 290,000 tested, 0.37% active; AID 1721, 2009; also: potency is read from the fitted curve at half-maximal effect
Target sequence (Q27686 whole entry, looked up): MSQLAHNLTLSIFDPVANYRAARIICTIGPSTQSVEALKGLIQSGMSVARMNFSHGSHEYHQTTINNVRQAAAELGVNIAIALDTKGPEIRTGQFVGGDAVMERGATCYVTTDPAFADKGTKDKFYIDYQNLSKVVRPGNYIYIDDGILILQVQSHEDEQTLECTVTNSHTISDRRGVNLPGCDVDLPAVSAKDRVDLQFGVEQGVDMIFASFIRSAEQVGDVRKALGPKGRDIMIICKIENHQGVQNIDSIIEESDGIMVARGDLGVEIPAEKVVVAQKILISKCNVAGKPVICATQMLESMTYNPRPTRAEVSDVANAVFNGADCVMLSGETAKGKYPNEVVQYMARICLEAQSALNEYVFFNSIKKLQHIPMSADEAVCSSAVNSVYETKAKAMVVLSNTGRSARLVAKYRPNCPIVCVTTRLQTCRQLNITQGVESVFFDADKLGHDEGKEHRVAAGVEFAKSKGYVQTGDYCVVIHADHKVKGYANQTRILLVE
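Purified LmPK (0.1 nM) with 0.5 mM PEP and 0.1 mM ADP in imidazole buffer pH 7.2 with MgCl2/KCl, 1 h at room temperature. ATP formed was read by luciferase luminescence and normalized to no-enzyme and uninhibited controls.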
AmpC no deterg = qHTS Inhibitors of AmpC Beta-Lactamase (assay without detergent); P00811; Potency, µM (top dose mostly 57.1 µM), inactives show top-dose activity change, negative = inhibition, most hits filed as inhibitors; 330,000 tested, 0.52% active; AID 485341, 2010; AmpC nitrocefin hydrolysis, absorbance 480 nm, 0.0001% Triton;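 also: potency is read from the fitted curve at half-maximal effect; plate controls were no compound for no effect and no enzyme for full effect; nearly all actives have a fitted effect of over 20% in size; some results filed as inactive show a strong effect at the top dose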
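AmpC (5.3 nM in the dispensed reagent) in 20 mM phosphate pH 7.0 with 0.01% (detergent screen) or 0.0001% Triton X-100 was preincubated with compounds for 15 min at room temperature. Nitrocefin was then added from an 800 uM solution, and hydrolysis was followed at 480 nm.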
* = called active by the depositor; ? = inconclusive; . = no result given; [ ] = dose if it differs, or a comment. Unless noted, calls follow the shape of the dose curve; as a rule, active = well fitted curve in the direction sought with a large enough effect; inconclusive = small, poorly fitted or top-dose-only effect, or another doubt; inactive = no such curve, though single readings can be large; an effect the other way counts as inactive or inconclusive. Unless noted, % is scaled to controls: 0 for no effect and ±100 for the full control effect.

SMILES | TbPYK inhibitor | AMA1-RON2 inh | HCV inhibitor | HCMV antiviral | AmpC detergent | LmPK inh | AmpC no deterg
COc1ccc(/C=C/C(=O)OCC(=O)c2cc(C)ccc2C)cc1 | -8% | 7% | . | -25 | . | . | .
CCN(CC)C(=O)CSc1nc2c(sc(=S)n2-c2ccccc2)c(=O)n1-c1ccc(OC)c(OC)c1 | -6% | 0% | ? | -68* | -2% | 0% | 189%[activator]
CCCCOc1ccc(C2CC(=O)N(C)C2=O)cc1 (stereo unspecified) | 2% | 38%[activator] | 8% | 1 | 11% | 6% | 1%
Cn1c(=O)[nH]c(=O)c2c1nc(Sc1nc3ccccc3s1)n2Cc1ccccc1 | -11% | -5% | ? | 2 | 1% | 6% | -9%
CCOc1ccccc1Nc1nc2ccccc2n2cnnc12 | 1% | -1% | 10% | 49 | -18% | 0% | -6%
Cc1ccc(C(C)C)c(OCC(O)CNC2CCCC2)c1 (stereo unspecified) | -5% | -3% | 1% | -6 | 7% | -3% | 9%
CC/C(=N\NC(=O)c1ccc(CN(C)S(=O)(=O)c2ccc(C)cc2)cc1)c1ccc(OC(F)F)cc1 | 11% | 10% | ? | 17 | -8% | 2% | -27%
COC(=O)c1cc(S(=O)(=O)N2CCCC(C)C2)cn1C (stereo unspecified) | 0% | 9% | 5% | -35 | 3% | -1% | -12%
Cc1ccnc2nc(C(=O)OCC(=O)Nc3ccc4c(c3)OCCO4)nn12 | 1% | -4% | 6% | -8 | . | . | -15%
CCOC(=O)c1c(C)n(C)c2ccc(OC)c(NC(=O)CCN3CCC(Cc4ccccc4)CC3)c12 | 0% | -4% | ? | -10 | 2% | 10% | 144%[activator]

Filtered by structure: those above containing four or more nitrogen atoms.
SMILES | TbPYK inhibitor | AMA1-RON2 inh | HCV inhibitor | HCMV antiviral | AmpC detergent | LmPK inh | AmpC no deterg
CCN(CC)C(=O)CSc1nc2c(sc(=S)n2-c2ccccc2)c(=O)n1-c1ccc(OC)c(OC)c1 | -6% | 0% | ? | -68* | -2% | 0% | 189%[activator]
Cn1c(=O)[nH]c(=O)c2c1nc(Sc1nc3ccccc3s1)n2Cc1ccccc1 | -11% | -5% | ? | 2 | 1% | 6% | -9%
CCOc1ccccc1Nc1nc2ccccc2n2cnnc12 | 1% | -1% | 10% | 49 | -18% | 0% | -6%
Cc1ccnc2nc(C(=O)OCC(=O)Nc3ccc4c(c3)OCCO4)nn12 | 1% | -4% | 6% | -8 | . | . | -15%

Carrying on.
SMILES | TbPYK inhibitor | AMA1-RON2 inh | HCV inhibitor | HCMV antiviral | AmpC detergent | LmPK inh | AmpC no deterg
CCOc1ccccc1N1CSC2=C(C#N)C(c3c(OC)ccc4ccccc34)CC(=O)N2C1 (stereo unspecified) | 3.5µM* | 15% | 8% | -23 | -5% | 4% | -46%
Nc1n[nH]c(-c2ccccc2)n1 | 3% | 4% | 16% | 13 | -13% | -4% | -10%
Cc1ccc(NC(=O)CSc2nc(=O)n(CCCN(C)C)c3c2CCC3)cc1F | 0% | . | . | 76 | 1% | . | .
CCOc1ccc(S(=O)(=O)N2CCOCC2)cc1NC(=O)CSC(=S)N1CCCC1 | -11% | -28% | ? | -15 | -10% | . | -4%
CCCNS(=O)(=O)c1ccc(OCC(=O)N2CCC(C(=O)OCC)CC2)cc1 | 4% | 0% | 12% | 50 | -13% | -8% | 1%
COc1cccc(Oc2ccc(N/C=C/C(=O)C(C)(C)C)cc2)c1 | 0% | -13% | 3% | 58 | ? | 5% | 6%
Cc1ccc(F)cc1NC(=O)N1CCN(C2c3ccccc3-c3ccccc32)CC1 | 5% | -1% | ? | 19 | -5% | -10% | 0%
Cc1ccccc1N1CCN(C2CCCN(C(=O)CSc3ccccn3)C2)CC1 (stereo unspecified) | -19% | -3% | . | 92 | . | . | .
O=C(O)CCCNC(=O)/C=C/c1ccco1 | -3% | 9% | 1% | -34 | -6% | 9% | -14%
Cc1ccc(S(=O)(=O)c2nc(-c3ccco3)oc2SCC(C)C)cc1 | -1% | . | . | -29 | 10% | . | .
COCCn1c(SCc2ccccc2Cl)nc2c1c(=O)[nH]c(=O)n2C | -12% | 1% | -24% | -34 | ? | -7% | 13%
COC(=O)Cc1c(C)c2cc3c(c(C)c2oc1=O)OCN(CCc1ccc(OC)cc1)C3 | -6% | . | . | -6 | 8% | . | .
CN(C)C(CNC(=O)c1ccco1)c1cccs1 (stereo unspecified) | 2% | 1% | 17% | -2 | ? | . | -17%
Cc1nc2ccc(S(=O)(=O)N(C)CC(=O)Nc3ccc(Br)c(C)c3)cc2s1 | -6% | . | . | ? | 0% | . | .
Oc1[nH]c2ccccc2c1N=Nc1cccc(Cl)c1 | -2% | 6% | -26% | 134 | 4% | 5% | ?
CCOC(=O)N1CCC(NC(=O)C2CCCN(C(=O)c3cc4sccc4n3C)C2)CC1 (stereo unspecified) | -8% | 9% | ? | -20 | -13% | 3% | 0.56µM*
CN(CC(=O)NCC1CCCCC1)CC(=O)Nc1ccc(F)cc1 | 0% | -4% | 3% | 17 | -8% | . | 25%
CCCn1c(SCC(=O)c2cc(OC)ccc2OC)nnc1-c1ccco1 | -13% | -11% | -20% | -27 | -10% | 7% | 80%[activator]
Cn1nnnc1SCC(=O)N1c2ccccc2CCc2ccccc21 | 0% | 26% | -10% | 36 | -14% | 2% | -5%
COc1cccc(C(=O)NCCSc2ccc(F)cc2)c1 | -6% | -4% | 2% | 77 | ? | -9% | -43%
CC1=NN(c2ccccc2)C(=O)/C1=C/c1c(O)[nH]c(=S)[nH]c1=O | -27% | 3% | 14% | -23 | -12% | -2% | -9%
CC(=O)N1CCC(N2CCN(c3ccccc3F)CC2)CC1 | 2% | 3% | 4% | 1 | -4% | 4% | 3%
CN1CCN(S(=O)(=O)c2ccc(NC(=S)NC(=O)C3CC3)cc2)CC1 | -6% | 0%[2.32 µM] | -1% | 3 | ? | 4% | -23%
CCC(C)c1c(O)nc(SCC(=O)N2CCCCC2)[nH]c1=O (stereo unspecified) | -17% | 3% | 6% | 14 | -2% | 7% | -19%
COC(=O)c1cc(CSc2nc3ccccc3c(=O)n2C)oc1C | -5% | -9% | ? | -74* | -2% | 1% | -21%
O=C(CNC(=O)c1cc(=O)[nH]c2ccc(S(=O)(=O)N3CCOCC3)cc12)Nc1ccc(F)c(F)c1 | -6% | 122%[activator] | 8% | 0 | . | . | .
CN1/C(=C\C(=O)Nc2cccnc2)c2ccccc2CC1(C)C | 14% | -2% | 12% | -27 | 1% | 2% | -23%
OC1CCN(Cc2cccc(Oc3ccccc3)c2)CC1 | 1% | 0% | -21% | -23 | ? | 2% | -5%
Cc1sc(NC(=O)c2ccc(F)cc2)c(CN2CCCCCC2)c1C | 0% | -3% | ? | 9 | 0% | -7% | -47%
CC(C)CN1C(=O)/C(=C/c2cccs2)NC1=S | -14% | 11% | 7% | -63* | -7% | 4% | -25%
CCc1nnc(NC(=O)c2cccnc2SC)s1 | -1% | 2% | 8% | -16 | 5% | -5% | -11%
COc1ccc(-n2nc(C(=O)Nc3ccc(C)cn3)c3c4ccccc4n(C)c3c2=O)cc1Cl | -2% | . | . | 11 | -2% | . | .
CCCCNC(=O)c1sc2ncccc2c1-n1cccc1 | 1% | . | . | 18 | 17% | . | .
Cc1ccc(-c2nnn(CC(=O)N(CC(=O)NC3CCCCC3)c3ccccc3F)n2)o1 | -2% | 0% | 9% | 3 | -13% | 0% | 30%
O=C1Nc2ccccc2CN2C(=O)c3cc(Cl)ccc3NC(=O)C12 (stereo unspecified) | 0% | 20% | . | -1 | . | . | .
CC(C)C(C(=O)N1CCOCC1)N1C(=O)c2ccccc2C1=O (stereo unspecified) | -2% | 16% | -3% | 15 | 3% | 4% | -18%
COCCC(=O)N1CCc2ccc(NC(=O)c3ccc(C(F)(F)F)cc3)cc2C1 | 2% | -9% | 10µM* | -65* | ? | -5% | 48%
COc1cc(NC(=O)C(NC(=O)C2CCC(C)CC2)C(C)C)cc(OC)c1OC (stereo unspecified) | 3% | . | . | 14 | 8% | . | .
CCOc1ccc2ncc(C(=O)c3ccc(OC)cc3)c(N3CCN(CC)CC3)c2c1 | 4% | -3% | -26% | . | -5% | 8% | 61%[activator]
Fc1cc(F)c2ncc3c(-c4ccccc4)nn(-c4cccc(Cl)c4)c3c2c1 | 0% | . | . | 14 | 4% | . | .
CC(C)(C)OC(=O)NNC(=O)NC12CC3CC(CC(C3)C1)C2 | -1% | 8% | 24% | -3 | -3% | 3% | 1%
Cc1cccc(NC(=S)N=Nc2c(O)[nH]c3ccccc23)c1 | -9% | 6% | ? | -25 | ? | 6% | 32µM*
O=c1[nH]c2cc(S(=O)(=O)CCO)ccc2o1 | -6% | 3% | 2% | ? | 10% | 4% | -3%
C[N+](C)(C)Cc1ccccc1 | -3% | 4% | 1%[8.37 µM] | -13 | -10% | -1% | -11%
CCOC(=O)CSc1nnc(CNC(=O)c2cccs2)n1-c1ccccc1 | 6% | 14% | 13% | 2 | -9% | 2% | 8%
O=C(Nc1nccs1)C1CC2CCC1C2 (stereo unspecified) | -15% | -8% | -2% | 18 | ? | 0% | -13%
COc1ccccc1C(C#N)N1N=C(C)CC1(C)C (stereo unspecified) | 2% | 9% | 18% | -8 | -7% | 2% | -7%
Cc1cc(C)c2oc(=O)cc(CN3CCN(Cc4ccc5c(c4)OCO5)CC3)c2c1 | -8% | -1% | 6% | -14 | -12% | 5% | -4%
O=C(CN1CCOCC1)Nc1cc([N+](=O)[O-])ccc1Cl | -9% | 5% | 2% | -33 | -8% | 6% | -6%
COc1cc(OC)c(NC(=O)CN2CCCN(Cc3ccccc3C)S2(=O)=O)cc1Cl | 2% | . | . | 11 | -11% | . | .
CCc1nnc(NC(=O)CSc2nc(-c3ccccc3)c(-c3ccccc3)o2)s1 | 1% | 11% | 0% | -21 | -2% | 5% | -19%
Cc1ccc2c(CN3CCN(Cc4ccc5c(c4)OCO5)CC3)cc(=O)oc2c1C | 0% | 0% | ? | 37 | -8% | 0% | -22%
CC(C)CN(C(=O)COC(=O)c1ccc2c(c1)OCO2)c1c(N)n(Cc2ccccc2)c(=O)[nH]c1=O | 2% | 0% | 6% | -27 | -7% | . | -51%
